Tb hexokinase: T. brucei hexokinase 1 inhibition; 220,000 compounds, 0.11% hits; inhibition, % at 10 µM; recombinant TbHK1, G6PDH-coupled NADH A340;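 active = inhibition of 50% or more in the single-dose primary screen; inactive = inhibition below 50%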
FXIa inh: factor XIa (human) inhibition | 220,000 compounds, 0.14% hits | inhibition, % at 5 µM | purified FXIa, Boc-Glu-Ala-Arg-AMC fluorogenic substrate | P03951;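 active = inhibition of at least 40%; inactive = inhibition below 40%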;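 note: fluorescence of freed AMC excited at 355 nm; 0% = enzyme without compound and 100% = no enzyme blank; many of its hits are not listed in these tables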
L929 necroptosis: L929 zVAD cell death inhibition; L929 zVAD necroptosis rescue, ATP luminescence, 24 h; with zVAD 60 µM; viability rescue, % at 10 µM; 220,000 compounds, 0.38% hits;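 active = activation, scaled between plate controls, above about 75%, limit read from the data; inactive = activation under that limit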;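 note: 0% = zVAD with DMSO and 100% = DMSO alone without zVAD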
TNF death inh: TNF-alpha cell death inhibition in Jurkat FADD-/- cells | Jurkat FADD-/- TNF necroptosis rescue, ATP luminescence, 24 h; 0 = TNF only, 100 = no-TNF cells | activation (protection from cell death), % at 10 µM | 220,000 compounds, 0.068% hits | AID 463075;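 active = activation, meaning protection from cell death, of at least 50% relative to plate controls; inactive = activation below 50%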;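 note: necroptosis triggered by 40 ng/mL TNF-alpha added together with compound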
PPC-1+TRAIL kill: compounds killing PPC-1 cancer cells with TRAIL present (potentiator screen, no TRAIL-free arm). PPC-1 cells + TRAIL, ATPLite viability luminescence. cell killing (% activity), % at 4 µM. 220,000 compounds, 0.41% hits. AID 1443;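 active = cell killing above 50% in the first pass at 4 µM, then a duplicate retest at 5 µM averaging 50% or more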;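 note: plate controls were cells with TRAIL plus DMSO for no effect and medium-only wells lacking cells for full effect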
CHOP inhibitor: inhibitors of CHOP induction in ER stress response | inhibition, % at 10 µM | CHO-K1 CHOP-promoter luciferase, tunicamycin-induced, 15-18 h | 220,000 compounds, 3.8% hits;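 active = compounds that reduced the stress-induced luciferase reporter signal by more than about 70% of percent inhibition, limit read from the data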;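 note: 0% = tunicamycin plus vehicle and 100% = wells without tunicamycin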
FXIIa inh 1536: blocks human coagulation factor XIIa protease activity. purified FXIIa, Boc-QGR-AMC fluorogenic substrate, 2 h. inhibition, % at 5 µM. 220,000 compounds, 0.3% hits. AID 800; in the data active = inhibition above about 40%;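 note: 0% = enzyme with no compound and 100% = blank without enzyme; many of its hits are not listed in these tables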
Wee1 degr inh: blocks degradation of human Wee1 kinase; 220,000 compounds, 1.2% hits; reporter increase, % at 5 µM; AID 1321; P30291; HeLa Luc-Wee1K328M stability, luciferase luminescence; 100% = proteasome inhibitor MG132 effect;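 active = activation above the mean of all tested compounds plus 3 SD, set per screening run, cut at about 8.8% in these data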;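 note: cells exposed to compound for 20 h before luminescence read; 0% = DMSO alone and 100% = MG132 at 30 µM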
Target sequence (P30291 whole entry K328M): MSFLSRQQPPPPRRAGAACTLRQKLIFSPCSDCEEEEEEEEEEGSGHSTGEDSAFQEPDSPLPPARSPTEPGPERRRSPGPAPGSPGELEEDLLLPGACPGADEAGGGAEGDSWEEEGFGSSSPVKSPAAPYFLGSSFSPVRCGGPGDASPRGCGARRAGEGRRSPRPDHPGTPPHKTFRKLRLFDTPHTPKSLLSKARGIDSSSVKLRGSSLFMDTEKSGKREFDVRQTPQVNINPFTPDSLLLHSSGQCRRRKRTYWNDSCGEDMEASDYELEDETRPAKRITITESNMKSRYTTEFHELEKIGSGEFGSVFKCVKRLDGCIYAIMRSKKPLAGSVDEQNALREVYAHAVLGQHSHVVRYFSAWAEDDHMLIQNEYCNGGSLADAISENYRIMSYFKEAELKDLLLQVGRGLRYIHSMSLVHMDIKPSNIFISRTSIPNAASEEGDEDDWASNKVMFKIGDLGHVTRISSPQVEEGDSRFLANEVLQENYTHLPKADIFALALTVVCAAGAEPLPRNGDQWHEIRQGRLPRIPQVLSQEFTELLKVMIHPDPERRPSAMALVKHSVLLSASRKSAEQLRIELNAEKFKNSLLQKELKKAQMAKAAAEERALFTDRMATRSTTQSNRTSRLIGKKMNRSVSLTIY
EP2 antag: inhibitors of human EP2 prostaglandin E2 receptor; P43116; inhibition, % at 25 µM; AID 1422; C6 glioma cells expressing human EP2, cAMP TR-FRET; cells stimulated with saturating PGE2; 260,000 compounds, 0.52% hits;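 active = percent inhibition above 40 after rounding to a whole number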;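 note: rat C6 glioma host cells with rolipram phosphodiesterase inhibitor present; the protocol text gives 20 µM as final concentration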
Target sequence (P43116 whole entry, looked up): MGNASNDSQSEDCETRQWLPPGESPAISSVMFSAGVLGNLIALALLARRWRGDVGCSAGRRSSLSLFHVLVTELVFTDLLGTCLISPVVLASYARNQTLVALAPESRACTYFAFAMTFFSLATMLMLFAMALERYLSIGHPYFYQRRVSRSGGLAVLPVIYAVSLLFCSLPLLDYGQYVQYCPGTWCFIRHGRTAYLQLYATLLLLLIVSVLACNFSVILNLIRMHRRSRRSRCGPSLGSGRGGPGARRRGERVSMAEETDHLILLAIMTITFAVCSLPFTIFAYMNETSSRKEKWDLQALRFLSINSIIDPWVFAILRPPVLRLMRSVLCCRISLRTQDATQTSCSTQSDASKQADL
The depositor's hits bear a star; / = no result given; & = joins results of further samples. A portion of the library; the hit share may differ from the screen's.

SMILES	Tb hexokinase	FXIa inh	L929 necroptosis	TNF death inh	PPC-1+TRAIL kill	CHOP inhibitor	FXIIa inh 1536	Wee1 degr inh	EP2 antag
COCCn1c(SCC(=O)c2cc(C)n(C)c2C)nc2ccccc2c1=O	-3.4	-3.3	2.3	1.2	-23.1	4.0	1.6	-1.1	9.1
[O-]/C(=C(\C(=S)Nc1cccc2ccccc12)[n+]1ccccc1)c1ccc(OC(F)F)cc1	-5.3	2.2	0.3	-1.9	13.1	6.3	6.0	2.4	5.0
Cn1c(=O)cc(SCC(=O)NCc2cccnc2)c2ccccc21	-11.3	1.6	-0.2	-0.5	-6.5	30.8	6.9	-0.9	6.8
O=C(c1ccco1)N1CCN(C(=O)c2cc3c(=O)oc4ccccc4c3s2)CC1	-25.5	1.2	-0.9	-0.8	-4.4	-2.4	17.4	1.1	27.9
Cc1ccc2c(c1)NC(=O)C(CC(=O)NCCCN1CCCCC1)O2 (stereo not given)	-1.3	2.7	0.7	0.3	-6.6	14.4	13.4	-3.7	4.4
Nc1nc(Sc2ccc([N+](=O)[O-])cc2[N+](=O)[O-])n[nH]1	-19.6	-2.9	0.5	11.4	-2.8	-7.9	-3.0	-2.2	10.5
CC(C)CC(c1nnnn1C1CCCCC1)N1CCN(c2ncccn2)CC1 (stereo not given)	-3.5	-0.2	0.8	3.1	-8.5	56.8	-1.9	-3.4	6.0
COc1ccc(-c2nnn(CC(=O)N(CC(=O)NCCC(C)C)Cc3cccs3)n2)cc1OC	2.0	-2.9	0.2	-0.7	13.0	-4.5	0.4	-0.1	1.5
CCCOc1ccc(-c2nc(-c3ccc([N+](=O)[O-])cc3)cs2)cc1	-7.2	1.8	0.6	1.6	-14.4	3.1	6.4	0.4	25.8
CC(C)c1nc(SCC(=O)N2CCN(c3ccccc3)CC2)c2c(=O)n(C)c(=O)n(C)c2n1	-0.8	-6.8	-0.5	-13.6	4.0	70.2*	4.3	-4.3	6.8
Cn1cc(C(=O)Nc2ccc(F)c(Cl)c2)cn1	0.6	-3.9	2.2	2.4	15.0	-1.9	5.6	0.1	5.8
Cc1ccc(C(=O)CC(C(=O)O)c2cn(CCC#N)c3ccccc23)cc1 (stereo not given)	-10.9	5.4	0.0	-0.4	12.6	0.7	7.1	0.1	7.0
O=C(CCC(=O)c1ccc(Oc2ccccc2)cc1)Nc1cccc(Cl)c1Cl	3.9	1.4	1.0	0.9	-9.4	12.8	5.5	-2.3	3.2
O=C(COC(=O)CN1C(=O)c2cccc([N+](=O)[O-])c2C1=O)NC1CCS(=O)(=O)C1 (stereo not given)	-2.7	2.6	0.5	1.7	3.6	8.4	-0.8	-1.8	5.2
O=C(N/N=C/c1cccc([N+](=O)[O-])c1)c1ccncc1	-10.9	-2.2	-0.8	0.2	-12.3	5.8	3.6	2.4	5.5
CC(C)N(Cc1ccccc1)C(=S)Nc1ccccc1F	-4.7	-5.0	0.2	-0.7	9.6	18.4	-1.6	-1.6	6.0
CC(C)OCCCNC(=O)C1CC(=O)N(C2CCCCCCC2)C1 (stereo not given)	-2.1	6.2	-0.7	-0.2	4.3	10.1	13.6	-0.1	11.3
Cc1nc2ccccc2c2oc(C(=O)NCCCN3CCC(C)CC3)cc12	2.8	-8.0	-0.2	-7.0	6.1	-17.8	4.8	1.9	10.9
COC(=O)C1C(=O)NC(SC)=C(C#N)C1c1ccccc1F (stereo not given)	-2.0	-1.4	0.0	-1.7	-0.7	-9.0	9.3	1.5	5.3
O=C(NCCN1CCOCC1)/C(=C\c1ccc(Br)cc1)NC(=O)c1cccs1	13.0	5.8	0.5	2.2	12.8	14.7	12.1	0.7	5.3
Clc1ccc2c(c1)-c1nnc(Br)n1-c1ccccc1S2	-1.7	5.0	-1.0	1.0	-0.1	12.1	11.4	-1.9	35.3
CCOc1ccc(NC(=S)NC(=O)/C=C/c2ccc(OC)cc2)c([N+](=O)[O-])c1	-15.3	6.5	0.4	0.8	-11.1	-15.4	13.3	9.6*	7.2
Cc1ccc(N/N=C/c2ccc3c(c2)OCCO3)cc1Cl	2.1	10.5	-0.3	0.7	25.4	-18.7	20.1	1.3	6.4
CCCCNC(=O)CC1Nc2ccccc2NC1=O (stereo not given)	-6.2	-0.5	0.6	-1.3	-5.4	12.1	14.6	-0.3	10.7
CCCCC1CCC(C(=O)NCc2ccc3c(c2)OCO3)CC1 (stereo not given)	12.7	3.8	-0.6	-0.2	5.2	82.5*	15.7	0.3	5.7
Cc1nnc(SCC(=O)N2CC(=O)Nc3ccccc32)n1C	-3.2	-9.7	-0.8	-1.3	-12.4	24.0	10.2	-2.3	9.0
COc1ccc(NC(=O)c2ccc(=O)oc2)cc1	-1.9	1.1	0.5	-3.7	5.5	-13.9	13.6	1.5	/
O=C(NC(=S)N1CCOCC1)C12CC3CCC(CC(C3)C1)C2	3.9	4.3	0.9	0.3	16.9	13.1	13.8	0.4	11.3
N#Cc1nc(Cc2cccc3ccccc23)oc1NCCN1CCCCC1	4.6	-1.6	-0.1	0.7	14.6	8.4	8.8	-2.5	6.7
Cc1ccccc1-c1nn(-c2ccc(F)cc2F)cc1CNCCCO	10.2	-3.6	-0.1	3.2	8.3	-1.6	2.8	0.7	3.4
CN(C)c1nc(OCCNC(=O)Nc2ccccc2)nc(N(C)C)n1	-3.8	-4.8	3.8	2.0	11.6	37.7	6.1	0.6	13.2
COc1cc(/C=N/NC(=S)NCCN2CCOCC2)cc(OC)c1OC	-13.8	7.5	0.7	1.0	33.3	-6.3	10.7	1.6	9.6
CCCCCCCCOC(=O)CCn1[nH]c(=O)c2ccccc2c1=O	-9.2	3.3	0.0	-0.6	16.7	5.8	15.3	-0.9	11.5
COc1cccc(C2=NOC(C(=O)N3CCN(c4ccccc4)CC3)C2)c1OC (stereo not given)	-3.5	-5.0	0.2	-2.3	/	-22.8	5.6	31.1*	11.9
CC(/C=C/c1ccco1)=N\NC(=O)c1cccc(Cl)c1	-47.4	-6.1	5.8	2.6	6.2	-16.8	5.4	8.5	5.7
Cc1ccc(CNc2ccc(N3CCOCC3)cc2)s1	3.4	4.5	2.4	12.4	14.6	-2.1	13.2	-0.1	6.5
CC(C)c1nc(SCC(=O)N2CCCC2)c2ccccc2n1	-10.2	-8.5	31.6	-1.4	5.6	-4.9	10.3	1.1	4.4
CCCOC(=O)c1ccc(NC(=O)C2C3CCC(C3)C2C(=O)O)cc1 (stereo not given)	0.2	8.2	0.3	1.9	29.0	-12.6	10.3	2.4	6.3
CCOc1cc(/C=C2/COc3ccccc3C2=O)ccc1OCC(=O)N(C)C	-21.1	3.4	-0.1	-6.8	6.0	-14.7	-0.4	-2.2	7.9
CCSc1nnc(NC(=O)c2cccs2)s1	-16.8	-3.7	2.2	2.1	15.8	-5.9	5.3	1.7	7.6
O=C(/C=C/c1ccccc1Cl)Nc1ccc(Cl)cn1	2.4	-2.2	0.1	2.3	6.4	-5.1	4.1	0.1	3.8
CS(=O)(=O)N(CC(=O)N1CCCCC1)c1sc2c(c1C#N)CCCC2	0.8	-8.8	-0.4	-4.8	/	2.2	5.0	1.4	12.3&7.0
Cc1cc(C)nc(NCCC(=O)O)n1	2.2	-3.0	1.4	-0.5	15.3	11.7	8.0	0.5	2.6
Clc1ccccc1-c1nnc2n1-c1ccccc1SC2	-8.9	-11.3	0.3	-1.0	29.4	11.8	-1.3	0.3	5.8
C[C@@]12CC(=O)NC1N(C(=O)c1cccc(C(F)(F)F)c1)C(c1ccccc1OC(=O)c1cccc(C(F)(F)F)c1)C2 (stereo not given in full)	-8.9	-6.0	0.1	-3.6	8.0	34.4	-11.9	0.3	6.3
OC1(c2cccc(C(F)(F)F)c2)CCN(c2ncnc3c2[nH]c2ccccc23)CC1	-17.2	3.6	9.2	-2.9	/	71.1*	9.2	-2.0	/
Cc1ccc(OCC(=O)N2CCN(c3ccc([N+](=O)[O-])c(N4CCOCC4)c3)CC2)cc1	-2.9	-4.9	-0.1	-5.9	13.4	-3.8	8.0	2.1	6.9
CC1(OC(=O)CCc2ccccc2)C(=O)C=C2C=C(c3ccc(C#N)cc3)N(Cc3ccco3)C=C2C1=O (stereo not given)	-20.9	-2.7	-0.3	0.5	-4.7	-50.2	7.5	/	12.8
COc1ccc(-c2ccc(SCC(=O)Nc3nccs3)nn2)cc1OC	1.7	-1.6	1.6	-0.6	34.1	-45.9	4.3	7.2	11.0
COc1ccc(C=O)c(OC)c1	-0.9	-6.3	0.2	0.2	6.6	16.8	4.3	0.1	6.4
O=C(O)CCC(=O)N1CCc2cc(S(=O)(=O)N3CCN(c4ccc(F)cc4)CC3)ccc21	-13.1	3.2	0.3	0.8	13.9	-19.1	14.4	8.0	11.9
COC(=O)c1c(C)c[nH]c1C	-4.3	6.8	-0.3	-0.9	8.4	-6.2	13.6	-1.9	/
C=CCn1c(-c2c[nH]c3ccccc23)n[nH]c1=S	4.4	2.8	0.1	-4.4	8.8	11.0	13.7	0.7	18.9
CC(=O)c1ccc(Oc2ccc(C(C)=O)cc2)cc1	-1.3	4.8	0.0	-2.9	15.3	23.8	19.8	2.0	11.1
COc1cccc(NC(=O)C(NCC2CCCCC2)c2ccccc2)c1 (stereo not given)	-8.2	-14.5	0.0	1.1	-9.3	-5.0	4.0	-1.8	11.3
CC(=O)N1N=C(c2cccc(Cl)c2)OC1c1cccc([N+](=O)[O-])c1 (stereo not given)	-5.5	4.5	0.2	1.3	16.1	19.6	5.4	1.1	3.7
COc1ccc(-c2nc3ccccc3n2CCC(C)C)cc1OC	-6.7	-6.0	-1.0	-1.9	-2.0	-11.2	7.9	-1.4	11.6
CC(C)n1nc(C(=O)Oc2cc(Cl)ccc2Cl)c2ccccc2c1=O	-2.4	6.0	-0.2	-0.4	-4.9	43.2	13.9	-2.3	10.7
CCOC(=O)C1(CCCc2ccccc2)CCN(C(=O)c2ocnc2C)CC1	-1.7	-2.2	-1.8	-0.2	-7.0	8.6	7.3	8.1	3.4
CC(C)Cc1oc(C(=O)O)cc1CN	-5.3	-2.5	0.4	-1.8	6.3	-12.4	6.9	-2.8	-0.5
Other structures follow.
SMILES	Tb hexokinase	FXIa inh	L929 necroptosis	TNF death inh	PPC-1+TRAIL kill	CHOP inhibitor	FXIIa inh 1536	Wee1 degr inh	EP2 antag
FC(F)Oc1ccc(NC(=S)NCCc2ccccn2)cc1	-4.7	-1.7	-0.1	-2.5	/	-18.9	6.1	-0.7	12.5
Cc1ccc(C)c(N=Cc2cc3c(cc2[N+](=O)[O-])OCO3)c1	-2.1	-1.3	2.7	-0.4	-27.5	81.2*	6.9	-0.6	7.7
COc1cccc(OCCNC(=O)c2ccccc2Sc2ccccc2C#N)c1	15.3	4.3	1.7	1.7	18.0	17.4	6.2	-2.6	8.4
Cc1ccc([N+](=O)[O-])cc1N=Nc1c(-c2ccc([N+](=O)[O-])cc2)[nH]n(C(N)=S)c1=O	-3.8	-2.8	-1.4	-6.5	35.3	78.4*	3.1	-2.0	14.7
NC(=O)NCc1ccc(F)cc1	-10.8	0.3	0.6	1.0	11.0	29.1	5.0	2.6	1.2

Structures listed so far marked active in Wee1 degr inh:
structure | Tb hexokinase | FXIa inh | CHOP inhibitor | FXIIa inh 1536 | Wee1 degr inh
CCOc1ccc(NC(=S)NC(=O)/C=C/c2ccc(OC)cc2)c([N+](=O)[O-])c1 | -15.3 | 6.5 | -15.4 | 13.3 | 9.6*
COc1cccc(C2=NOC(C(=O)N3CCN(c4ccccc4)CC3)C2)c1OC (stereo not given) | -3.5 | -5.0 | -22.8 | 5.6 | 31.1*
